# LGR2 inh: inhibitors of bursicon-induced Drosophila LGR2 receptor cAMP signaling; 380,000 tested, 0.35% active; inhibition, % at 9.99 µM; HEK293 LGR2, CRE-luciferase, bursicon-stimulated, 4 h; AID 720647;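 active means drop in luminescence signal, shown as inhibition above about 50% in the replicate tests, limit read from the data, passing the limit was not always enough; inconclusive means probably only some replicates passing the limit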;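 further: agonist challenge used bursicon conditioned medium at about half maximal strength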
# PAX8 reporter: inhibitors of PAX8 transcriptional activity in RMG-I cells. RMG-I TPO-luciferase reporter, SteadyGlo, 24 h. inhibition, % at 12.6 µM. 360,000 tested, 1.2% active;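 active means mean replicate inhibition at least 60% with every replicate also reaching 60%; inconclusive means only one of the two criteria is met; inactive means mean below 60% and not all replicates reaching 60%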;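 further: luciferase light reporting Pax8 driven TPO promoter activity; plate controls were median of neutral control wells for no effect and mitoxantrone controls for full effect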
# ARNT TACC3 PPI: ARNT/TACC3 interaction disruption; 390,000 tested, 0.66% active; AlphaScreen His-ARNT PAS-B/GST-TACC3 binding, luminescence; TACC3 fragment carries E629A point mutation; Q9Y6A5; inhibition, % at 9.99 µM; AID 623870;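 active means mean inhibition of replicates at least 50% and at least half of replicates each reaching 50%; inconclusive means half or more replicates reach 50% but mean below 50%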;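 further: 0% = complete ARNT plus TACC3 wells and 100% = ARNT alone without TACC3; many hits fall short of the cut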
# SIRT5 inh: sirtuin-5 (human) deacylase inhibition; inhibition, % at 15 µM; 330,000 tested, 1.1% active; AID 652115; Q9NXA8; Purified SirT5, succinyl-peptide AMC, trypsin-coupled fluorescence; in the data active means inhibition above about 15%; inconclusive means no clear call, values can overlap the other calls
# Target sequence (Q9NXA8 whole entry, looked up): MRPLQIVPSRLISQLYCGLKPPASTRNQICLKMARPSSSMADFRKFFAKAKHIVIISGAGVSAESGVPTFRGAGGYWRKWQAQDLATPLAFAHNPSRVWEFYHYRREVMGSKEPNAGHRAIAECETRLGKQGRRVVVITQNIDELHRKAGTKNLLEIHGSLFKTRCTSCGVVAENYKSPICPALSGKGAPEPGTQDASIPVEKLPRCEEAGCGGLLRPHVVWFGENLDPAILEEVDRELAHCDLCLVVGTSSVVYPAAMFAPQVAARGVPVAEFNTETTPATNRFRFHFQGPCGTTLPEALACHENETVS
# DENV2 CPE: DENV2-induced cell death inhibition | DENV2-infected cells, cytopathic effect rescue, plate reader | AID 651640 | 350,000 tested, 1.7% active | CPE inhibition, % at 9.99 µM; in the data active means CPE inhibition above about 20%, passing the limit was not always enough; inconclusive means no clear call, values can overlap the other calls; tested in BHK-21 cells;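 further: 0% = median of neutral control wells and 100% = median of positive control wells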
# EWS-Fli block: blocks EWS/Fli oncoprotein-driven transcription; A673 NR0B1-luciferase reporter, viability-normalised; 350,000 tested, 0.67% active; inhibition, % at 12.6 µM;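 active means mean inhibition of at least 50% after viability correction, with every replicate also passing that limit; inconclusive means mean reaches 50% but only one of two replicates passes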;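 further: firefly luciferase signal divided by Alamar Blue viability fluorescence both relative to DMSO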
# CASP6 VEID inh: caspase-6 (human) enzyme inhibition; 350,000 tested, 0.53% active; inhibition, % at 12.5 µM; P55212; purified caspase-6, Z-VEID-R110 cleavage fluorescence;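 active means mean inhibition across replicates at least about 35%, with every replicate also reaching that limit, limit read from the data; inconclusive means only one of the two criteria met; inactive means neither criterion met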;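 further: 0% = median of neutral control wells and 100% = no fluorescence left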
# Target sequence (P55212 24-179 limits assumed): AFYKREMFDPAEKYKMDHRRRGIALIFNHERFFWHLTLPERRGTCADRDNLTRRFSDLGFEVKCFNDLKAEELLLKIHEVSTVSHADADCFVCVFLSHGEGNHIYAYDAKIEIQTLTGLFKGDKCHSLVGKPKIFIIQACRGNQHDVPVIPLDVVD
# Target sequence (P55212 194-293 limits assumed): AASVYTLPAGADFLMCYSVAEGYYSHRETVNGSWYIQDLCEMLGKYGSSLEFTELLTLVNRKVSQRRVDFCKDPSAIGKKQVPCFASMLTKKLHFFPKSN
# The depositor's hits bear a star; ? = inconclusive; . = no result given; & = joins results of further samples.
1. O=C(CN1C(=O)CSc2ccc(S(=O)(=O)N3CCOCC3)cc21)NCc1ccc(Cl)cc1
2. Cc1c(-c2ccccc2)c(P(=O)(N2CCOCC2)N2CCOCC2)c2ccccn12
3. O=C(c1ccc(-c2ccccc2)cc1)C1CCCN(C(=O)Cn2cncn2)C1 (stereo not given)
4. CN(c1ccccc1)S(=O)(=O)c1ccc(Cl)c(C(=O)NCCc2c[nH]c3ccccc23)c1
5. Cc1ccc(-c2cc(C(F)F)n3ncc(C(=O)N4CCN(c5ccccn5)CC4)c3n2)cc1
6. CCc1c(O)cc(=O)n(-c2ccccc2)c1-c1ccccc1
7. CN(C)c1ccc(N=Cc2cccn2C)cc1
8. N#Cc1ccccc1OCC(=O)N1CC(=O)Nc2ccccc21
Assay by compound	1	2	3	4	5	6	7	8
LGR2 inh	0	14	-10	.	-10	.	?	2
PAX8 reporter	-1	.	12	18	25	2	-35	-5
ARNT TACC3 PPI	2	1	2	-3	.	0	60*	.
SIRT5 inh	-1	-30	-6	2	.	8	-1	.
DENV2 CPE	9	-6	-3	-1	-3	-4	14	-15
EWS-Fli block	8	6	6	16	10	-8	13	5
CASP6 VEID inh	1	-4	-1	2	0	-2	1	-2

9. O=C(NCCN1C(=O)S/C(=C/c2cccnc2)C1=O)c1cccs1
10. O=C(Cn1ccc(=O)[nH]c1=O)NCCO
11. Cn1c(N)c(C(=O)COC(=O)CCC2CCCCC2)c(=O)n(C)c1=O
12. CC(C)N1CCc2c(sc(NC(=S)NC(=O)c3ccccc3)c2C#N)C1
13. CCOc1ccc(C(=O)Nc2ccc(S(=O)(=O)N3C[C@@H]4C[C@@H](C3)c3cccc(=O)n3C4)cc2)cc1
14. CCOC(=O)N1CCN(Cc2nc(Cc3cccc(C(F)(F)F)c3)no2)CC1
15. O=C(NC1CCCc2c1cnn2-c1ccccc1F)c1ccncc1 (stereo not given)
16. COCCNC(=O)C[C@H]1C[C@H]2c3cc(NC(=O)Nc4ccc(C(F)(F)F)cc4)ccc3O[C@H]2[C@@H](CO)O1
Assay by compound	9	10	11	12	13	14	15	16
LGR2 inh	0	-11	-2	-28	-3	-19	-5	10
PAX8 reporter	9	-8	3	-56	.	-1	38	5
ARNT TACC3 PPI	.	-4	3	19	.	.	.	-2
SIRT5 inh	1	-3	3	4	.	0	-4	-12
DENV2 CPE	-1	0	-1	-4	-12	18	25*	8
EWS-Fli block	-9	4	-10	-45	-8	-8	23	-1
CASP6 VEID inh	0	0	-3	-132	-3	-3	0	2

17. CCn1nc(C(=O)Nc2nc(-c3ccccn3)cs2)c2ccccc2c1=O
18. Cc1ccc(-c2ccc(/C=N\n3cnnc3)o2)c(Br)c1
19. C[C@@H]1CN([C@@H](C)CO)C(=O)c2cc(C3=CCCC3)cnc2O[C@H]1CN(C)Cc1ccccc1F
20. Cc1ccc(CNC(=S)Nc2cc(C)ccc2OC(F)F)cc1
21. O=C(CN1C(=O)NC2(CCCC2)C1=O)N1CCN(S(=O)(=O)c2ccccc2Br)CC1
22. CCOC(=O)/C(C#N)=C/Nc1cc(F)ccc1C
23. Cc1noc(C)c1COc1ccc(C(=O)OCC(=O)NCc2ccccc2Cl)cc1
24. CC(=O)Nc1ccc(NC(=O)C2CCCN(S(=O)(=O)c3ccc(-n4cnnn4)cc3)C2)cc1 (stereo not given)
Assay by compound	17	18	19	20	21	22	23	24
LGR2 inh	-27	1	0	-2	-6	.	7	-6
PAX8 reporter	11	-24	1	-6	-2	-18	-13	1
ARNT TACC3 PPI	17	0	-2	-9	-2	-1	-4	-7
SIRT5 inh	-5	-1	5	-2	-2	-2	-4	1
DENV2 CPE	1	8	4	-3	10	-3	14	10
EWS-Fli block	3	0	10	8	0	-10	5	-12
CASP6 VEID inh	2	0	0	2	1	5	-1	2

25. O=C(CSc1nc(-c2ccco2)cc(C(F)(F)F)n1)Nc1ccc(C(=O)N2CCCCC2)cc1
26. CCNC(=O)[C@H]1[C@H](CO)[C@H]2Cn3c(ccc(-c4ccccc4F)c3=O)[C@H]2N1CC
27. O=C(N/N=C/c1cccs1)c1cccnc1
28. COc1ccccc1N1CCN(C(=O)c2ccc3c(c2)CCN3S(C)(=O)=O)CC1
29. O=C(NCC(c1ccco1)N1CCc2ccccc21)c1cccc([N+](=O)[O-])c1 (stereo not given)
30. Cc1cccc(-c2ccc([C@H]3[C@H](CO)N4C(=O)CN(C(=O)NC5CCCCC5)C[C@@H]34)cc2)c1
31. CSc1cccc(N2C(=O)C3CCCN3C2=S)c1 (stereo not given)
32. COc1ccccc1NC(=O)CSc1nc2ccccc2c(=O)n1CC1CCCO1 (stereo not given)
Assay by compound	25	26	27	28	29	30	31	32
LGR2 inh	-6	7	.	7	12	3	4	-28
PAX8 reporter	7	-4	19	13	14	.	1	21
ARNT TACC3 PPI	-14	-4	3	1	11	.	-1	4
SIRT5 inh	1	-1	-2	0	-3	-1	-2	-1
DENV2 CPE	-3	0	14	-2	10	0	1	-1
EWS-Fli block	5	-4	-16	0	5	1	11	4
CASP6 VEID inh	2	-3	3	1	63*	1	3	-1

# 5 entries picked at random from those above:
31. CSc1cccc(N2C(=O)C3CCCN3C2=S)c1 (stereo not given)
26. CCNC(=O)[C@H]1[C@H](CO)[C@H]2Cn3c(ccc(-c4ccccc4F)c3=O)[C@H]2N1CC
25. O=C(CSc1nc(-c2ccco2)cc(C(F)(F)F)n1)Nc1ccc(C(=O)N2CCCCC2)cc1
27. O=C(N/N=C/c1cccs1)c1cccnc1
32. COc1ccccc1NC(=O)CSc1nc2ccccc2c(=O)n1CC1CCCO1 (stereo not given)
Assay by compound	31	26	25	27	32
LGR2 inh	4	7	-6	.	-28
PAX8 reporter	1	-4	7	19	21
ARNT TACC3 PPI	-1	-4	-14	3	4
SIRT5 inh	-2	-1	1	-2	-1
DENV2 CPE	1	0	-3	14	-1
EWS-Fli block	11	-4	5	-16	4
CASP6 VEID inh	3	-3	2	3	-1

# Next records:
33. COc1ccc(C(C)(O)c2nc(-c3cccc(F)c3)cs2)cc1 (stereo not given)
34. CN(CC(=O)Nc1c(Cl)cccc1Cl)C(=O)C1CC(=O)N(Cc2ccccc2)C1 (stereo not given)
35. C/C(=N\NC(=S)NCc1ccccc1)c1ccc(Cl)s1
36. O=C(Cc1ccccc1)c1c[nH]c(C(=O)NCc2ccncc2)c1
37. CC(C)NC(=O)c1nc2c(nnn2Cc2cccc(Cl)c2)c(=O)[nH]1
38. C[C@@H]1CCCCO[C@@H](CN(C)C(=O)Cc2ccccc2)[C@H](C)CN([C@@H](C)CO)C(=O)c2cc(NC(=O)CCCN(C)C)ccc2O1
39. CCS(=O)(=O)N1Cc2ccccc2CC1C(=O)Nc1nnc(SCc2ccc(C#N)cc2)s1 (stereo not given)
40. O=C(C[C@H]1C=C[C@H](NC(=O)C2CCC2)[C@@H](CO)O1)NCc1ccncc1
Assay by compound	33	34	35	36	37	38	39	40
LGR2 inh	2	0	-22	35	-5	-11	1	-16
PAX8 reporter	18	-3	3	-11	-7	-15	-11	-26
ARNT TACC3 PPI	.	8	-2	-3	-3	1	3	3
SIRT5 inh	-3	0	-1	1	-1	1	-1	-1
DENV2 CPE	10	-3	-1	13	5	-10	-3	4
EWS-Fli block	53*	9	5	9	4	-8	66*	-6
CASP6 VEID inh	5	-48	12	-2	2	-17	1	2

# Copied from the list:
# Under DENV2 CPE, `CC(C)NC(=O)c1nc2c(nnn2Cc2cccc(Cl)c2)c(=O)[nH]1` is entered as 5
# Under EWS-Fli block, `CCS(=O)(=O)N1Cc2ccccc2CC1C(=O)Nc1nnc(SCc2ccc(C#N)cc2)s1` (stereo not given) is entered as 66*

# Going on with the list.
41. Cc1c(C(=N)C(C#N)C#N)c(=N)oc2c1ccc1ccccc12
42. Nc1ccn([C@@H]2O[C@H](CO)[C@@H](O)C2O)c(=O)n1 (stereo not given in full)
43. CCN(CC)CC(C)(C)C(=O)/C=C/c1ccc(/C=C/C(=O)C(C)(C)CN(CC)CC)cc1
44. CCO[C@@H]1OC(C(=O)NC2CC2)=C[C@H](c2ccccc2)[C@H]1CCCO
45. N#Cc1ccc(-c2ccc3c(c2)[C@H]2[C@H](CCN2C(=O)c2ccc(F)cc2)[C@H](CO)N3)cc1
46. COc1ccccc1NC(=O)C1CCCN1C(=O)NC1CCCCC1 (stereo not given)
47. C[C@@H]1CN([C@H](C)CO)C(=O)c2cccc(NC(=O)C3CC3)c2O[C@H]1CN(C)Cc1ccc(Cl)c(Cl)c1
48. O=C(NC1(Cc2ccc(O)cc2)CCCCC1)c1ccccc1
Assay by compound	41	42	43	44	45	46	47	48
LGR2 inh	-22	28	103*	-6	-1	-17	10	-1
PAX8 reporter	16	25	123*	-26&-27	16	-11	.	8
ARNT TACC3 PPI	4	-1	-6	1&0	-3	2	-6	26
SIRT5 inh	2	0	-2	-2&-1	.	-3	3	-2
DENV2 CPE	-5	-3	-9	15&5	-22	?	8	0
EWS-Fli block	-4	51*	71*	-7&-6	8	2	5	4
CASP6 VEID inh	18	1	-25	-4&8	.	2	-1	4

49. CCNc1ccc(P(=O)(c2ccccc2)c2ccccc2)cc1
50. Nc1nc(SCC(=O)NCCc2ccccc2)[nH]c(=O)c1-c1ccccc1
51. O=[N+]([O-])c1cccc(-c2noc(COc3ccccc3)n2)c1
52. COC(=O)C[C@@H]1CC[C@H]2[C@H](COc3ccc(NC(=O)Nc4c(C)noc4C)cc3C(=O)N2C)O1
53. O=C(N/C(=C/c1ccco1)C(=O)N1CCOCC1)c1cccs1
54. CS(=O)(=O)N1[C@H](CO)[C@@H](c2ccc(C#CC3CCCCC3)cc2)[C@@H]1C#N
55. CCc1cccc(C)c1NC(=S)NCC(c1cccnc1)N1CCOCC1 (stereo not given)
56. CC(CCl)n1c(=O)c2ccccc2n1C(=O)c1ccccc1 (stereo not given)
Assay by compound	49	50	51	52	53	54	55	56
LGR2 inh	-2	-23	-20	1	18	7	4	-21
PAX8 reporter	3	12	0	-27	6	-2	5	-21
ARNT TACC3 PPI	-4	.	-3	-4	-4	-6	-5	.
SIRT5 inh	5	-7	2	-1	-2	3	.	.
DENV2 CPE	-1	7	-3	-1	-2	-15	.	15
EWS-Fli block	7	-6	-7	-7	-2	10	.	-28
CASP6 VEID inh	1	.	2	-3	-2	1	.	-1

57. COc1ccc(-c2noc(N3CCC(C(=O)Nc4cccc(OC)c4)CC3)n2)cc1
58. CCNC(=O)C(Cc1ccccc1)NC(=O)OCc1ccccc1 (stereo not given)
59. Cc1ccc(C(CNC(=O)Nc2ccccc2)N2CCN(C)CC2)cc1 (stereo not given)
60. CN1C(=O)NC(=O)C1c1ccccc1 (stereo not given)
61. Cc1ccc(C(=O)N2CCC3(CC2)NCCc2[nH]cnc23)cc1
62. O=C(NCCc1c[nH]c2ccccc12)c1ccc([N+](=O)[O-])cc1
63. COc1ccccc1/C=C(\C#N)C(=O)Nc1ccc(S(N)(=O)=O)cc1
64. NC(=O)NNC1=Nc2cccc3cccc1c23
65. CCCNC(=O)Nc1ccc2c(c1)C(=O)N(C)[C@@H]1CC[C@@H](CC(=O)NC)O[C@@H]1CO2
66. O=C(CN1CCN(Cc2cccc(Cl)c2)C1=O)NCC1CCCO1 (stereo not given)
Assay by compound	57	58	59	60	61	62	63	64	65	66
LGR2 inh	-24	-4	-10	-1	13	-16	4	-13	6	-4
PAX8 reporter	-59	4	-35	-2	-1	-13	15	-6	-30	-16
ARNT TACC3 PPI	22	-20	-12	-7	-1	-1	-4	-3	-4	2
SIRT5 inh	-5	-2	-1	0	-6	-7	0	.	.	0
DENV2 CPE	5	-6	6	13	-3	1	6	.	6	4
EWS-Fli block	-3	-3	-3	-5	-1	1	1	1	-4	2
CASP6 VEID inh	-1	1	-3	-2	.	1	1	-2	.	0

# Screening results as filed in PubChem.
